esBAF inh = Bmi1 luciferase reporter increase in mESCs, primary screen, esBAF inhibitor project, mouse ES cells, Bmi1 luciferase knock-in, single point | 24 h; 100% = twice the neutral-well signal | reporter increase, % at 12.5 µM | actives 2% (n = 350,000); in the data active = activation above about 40%;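 note: 0% = median of the plate's neutral control wells and 100% = double that signal; a rise in the Bmi1 reporter signal indicates esBAF inhibition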
C2C12 statin = suppressors of statin myotoxicity in C2C12 myotubes, primary screen, cell-based, single point, plate reader; C2C12 myotubes + simvastatin, ATP luminescence, 48 h; scaled: DMSO 0, geranylgeraniol control 100; rescue of ATP level, % at 7.49 µM; actives 0.78% (n = 330,000); AID 602340, 2012;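 active = mean ATP rescue above about 67%, or every replicate alone reaching that limit, limit read from the data, passing the limit was not always enough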;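 note: myotubes were challenged with 10 µM simvastatin during compound exposure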
FN deposit inh = inhibitors of fibronectin matrix deposition, primary screen, AH1F cells, Alexa488-fibronectin fluorescence, plate reader | AH1F fibroblasts, overnight | inhibition, % at 12.6 µM | actives 0.086% (n = 350,000) | AID 743247, 2014;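 active = mean inhibition across replicates of 30% or more, regardless of how many single replicates reach that level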;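 note: positive control wells lacked labelled fibronectin entirely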
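Material: AH1F fibroblasts assembling fluorescent fibronectin matrix; amount: 10000 AH1F cells/well; medium: DMEM, 2% serum; reagent: Alexa488-fibronectin, 24 nM final in well; dosing: single compound dose, delivered by pin transfer; incubation: 1 h adhesion, overnight exposure; detection: fluorescence after three HBSS washes, excitation 485 nm, emission 525 nm; measure: fibronectin deposition inhibition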
LGR2 antag = inhibitors of bursicon-induced LGR2 CRE-luciferase signal, primary screen, cell-based, HEK293, CRE-luciferase reporter, bursicon stimulation; bursicon-stimulated, 4 h; inhibition, % at 9.99 µM; actives 0.35% (n = 380,000); AID 720647, 2013;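 active = drop in luminescence signal, shown as inhibition above about 50% in the replicate tests, limit read from the data, passing the limit was not always enough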;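 note: agonist challenge used bursicon conditioned medium at about half maximal strength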
S100A4 MyoIIA = inhibitors of S100A4-myosin IIA peptide binding, primary screen, biochemical, fluorescence polarization, TAMRA-MyoIIA peptide; actives 0.14% (n = 360,000); inhibition, % at 10.7 µM; AID 652163, 2013;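 active = mean inhibition of at least 70% across replicates, with every replicate also reaching that level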
Target sequence (P26447 whole entry, looked up): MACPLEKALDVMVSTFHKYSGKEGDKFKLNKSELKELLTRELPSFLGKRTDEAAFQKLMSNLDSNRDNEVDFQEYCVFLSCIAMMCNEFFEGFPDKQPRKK
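Material: S100A4 monomer (human). Medium: Calcium-containing HEPES buffer, pH 7.2. Probe or stimulus: labelled myosin peptide probe, 5 nM. Compound dosing: one concentration per compound. Timing: polarization read 5 min after assay mix addition, stable 5–60 min. Benchmarks: DMSO as neutral control, TFP as positive control.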
SIRT5 block = SIRT5 desuccinylase inhibitors, primary screen, biochemical, fluorescence imaging, single point, set 5 | NAD-dependent protein deacylase sirtuin-5, mitochondrial (Homo sapiens), Q9NXA8 | AID 652115, 2013 | actives 1.1% (n = 330,000) | inhibition, % at 15 µM | Purified SirT5, succinyl-peptide AMC, trypsin-coupled fluorescence; in the data active = inhibition above about 15%
Target sequence (Q9NXA8 whole entry, looked up): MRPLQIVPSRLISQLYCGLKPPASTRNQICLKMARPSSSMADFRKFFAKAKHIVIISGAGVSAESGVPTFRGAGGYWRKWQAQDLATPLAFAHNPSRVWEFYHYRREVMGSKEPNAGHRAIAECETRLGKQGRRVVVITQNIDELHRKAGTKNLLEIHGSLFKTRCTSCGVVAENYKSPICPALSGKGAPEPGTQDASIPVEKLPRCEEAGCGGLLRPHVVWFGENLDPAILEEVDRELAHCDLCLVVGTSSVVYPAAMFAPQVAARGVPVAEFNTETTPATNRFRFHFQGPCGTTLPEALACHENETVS
CASP6 VEID inh = human caspase-6 inhibitors, primary screen, biochemical, VEID-R110 fluorescence, single point, set 2; P55212; purified caspase-6, Z-VEID-R110 cleavage fluorescence; inhibition, % at 12.5 µM; actives 0.53% (n = 350,000);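 active = mean inhibition across replicates at least about 35%, with every replicate also reaching that limit, limit read from the data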;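 note: 0% = median of neutral control wells and 100% = no fluorescence left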
Target sequence (P55212 24-179 limits assumed): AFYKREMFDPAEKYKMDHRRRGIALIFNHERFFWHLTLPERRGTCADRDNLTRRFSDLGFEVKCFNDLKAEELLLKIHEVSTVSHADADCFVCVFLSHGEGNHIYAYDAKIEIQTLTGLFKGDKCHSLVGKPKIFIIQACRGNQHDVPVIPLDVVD
Target sequence (P55212 194-293 limits assumed): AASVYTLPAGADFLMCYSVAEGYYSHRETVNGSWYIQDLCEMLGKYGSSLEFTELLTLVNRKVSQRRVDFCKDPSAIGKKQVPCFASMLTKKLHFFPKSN
The depositor's hits bear a star; . = not tested or not shown. Some of the compounds tested, so the mix of outcomes need not match the whole.

SMILES	esBAF inh	C2C12 statin	FN deposit inh	LGR2 antag	S100A4 MyoIIA	SIRT5 block	CASP6 VEID inh
Cc1c(C(=O)N(Cc2cccs2)C2CCS(=O)(=O)C2)oc2ccccc12 (stereo not drawn)	-2.4	30.3	3.2	.	.	.	.
CCOC(=O)/C(C#N)=C/c1c(OCC)n(CC)c2ccccc12	.	.	.	3.0	-1.5	-1.3	0.9
C[C@H](CO)N1C[C@H](C)[C@H](CN(C)C(=O)Nc2ccccc2)Oc2cc(C#Cc3ccccc3)ccc2S1(=O)=O	5.0	-70.7	.	-16.2	-10.2	13.1	3.9
O=c1c(/C=N/Nc2ccccc2)c(Sc2nnnn2-c2ccccc2)nc2ccccn12	2.2	-29.9	-12.7	.	.	.	.
O=C(O)c1csc(-c2cccc(Cl)c2)n1	7.9	14.8	8.0	-0.6	2.6	-1.7	5.4
CC(=O)Cc1nsc(Nc2ccccc2)n1	27.7	-13.2	-2.5	.	.	.	.
C[C@@H]1CN([C@H](C)CO)C(=O)c2cc(NC(=O)Nc3cccc4ccccc34)ccc2O[C@@H](C)CCCCO[C@H]1CN(C)C(=O)Nc1ccc(C(F)(F)F)cc1	7.3	-81.6	-0.9	2.9	-11.4	2.2	-2.5
C[C@H](O)C#Cc1ccc([C@@H]2[C@@H](CO)N3CCCCN(C(=O)c4ccncc4)C[C@H]23)cc1	-6.7	-13.1	.	2.7	-7.7	0.4	-1.1
CCOc1ccc(C(=O)NCC(=O)NNC(=O)CN(C)S(=O)(=O)c2ccc(Cl)cc2)cc1	-1.5	-3.6	1.5	13.4	-9.2	-1.6	0.8
CCOC(=O)CCC(=O)Nc1ccc([N+](=O)[O-])cc1C	.	.	4.0	-17.1	2.5	2.1	1.8
COc1cccc(C(=O)NCc2ccco2)c1OC	-1.4	3.5	5.2	-2.3	22.6	1.1	3.9
O=C(NC(NC(=S)Nc1cccc(C(=O)O)c1)C(Cl)(Cl)Cl)OCc1ccccc1 (stereo not drawn)	-0.9	8.0	4.0	-1.3	5.9	0.2	-4.1
CCNC(=O)C[C@@H]1CC[C@@H]2[C@H](COc3ccc(NC(=O)c4ccc(C(F)(F)F)cc4)cc3C(=O)N2C)O1	-4.2	-2.6	-6.2	-23.6	-10.1	-3.4	3.1
CCN1C(=O)[C@@H]2[C@@H](c3ccc(-c4ccc(C(C)=O)cc4)c(OC)c3)N3CCC[C@@]3(C(=O)OC)[C@@H]2C1=O	7.7	0.5	7.6	2.8	-5.9	.	1.2
CCCNC(=O)[C@@H]1[C@@H](CO)[C@@H]2Cn3c(cccc3=O)[C@H]1N2C(=O)C1CC1	-4.6	6.4	.	-10.4	-5.6	-0.1	1.3
CC(C)NC(=O)N(C)C[C@@H]1OCc2ccccc2-c2ccccc2C(=O)N([C@@H](C)CO)C[C@@H]1C	1.5	.	-1.9	-3.3	-1.7	-3.4	-0.6
CCN(Cc1nc2ccccc2c(=O)[nH]1)C(=O)c1cc(C2CC2)nn1-c1ccccc1	7.9	-3.5	-4.2	18.6	1.1	1.4	4.3
O=C(O)C1CC=CCC1C(=O)NNc1c(Cl)cc(Cl)cc1Cl (stereo not drawn)	6.2	13.9	-4.2	-6.6	2.8	0.5	0.9
Cc1ccc(F)cc1NC(=O)CCc1c(C)[nH]c(=O)c(C#N)c1C	-6.2	-1.2	3.9	9.1	-2.5	1.5	-0.3
CCc1ccc(S(=O)(=O)Nc2ccc(O)c3ccccc23)cc1	-5.1	-64.3	1.4	17.7	2.8	-2.4	32.6
O=C(C[C@H]1CC[C@@H](NC(=O)c2ccc3c(c2)OCO3)[C@@H](CO)O1)NC1Cc2ccccc2C1	-1.5	18.6	0.1	-6.0	13.6	-0.1	-1.0
O=C(Nc1ccccc1)N1CCc2scc[n+]2-c2ccccc21	.	.	-1.1	-16.4	-6.0	-1.1	6.1
COc1ccccc1-c1nnc(Sc2nc([N+](=O)[O-])nn2C)o1	-1.9	45.5	-12.3	30.9	.	.	.
O=C(COC(=O)CNC(=O)c1ccco1)NCc1ccc(F)cc1	.	.	-8.0	-11.0	-16.0	.	-1.7

The closing 5 entries of the section before open the next one.
SMILES	esBAF inh	C2C12 statin	FN deposit inh	LGR2 antag	S100A4 MyoIIA	SIRT5 block	CASP6 VEID inh
CCc1ccc(S(=O)(=O)Nc2ccc(O)c3ccccc23)cc1	-5.1	-64.3	1.4	17.7	2.8	-2.4	32.6
O=C(C[C@H]1CC[C@@H](NC(=O)c2ccc3c(c2)OCO3)[C@@H](CO)O1)NC1Cc2ccccc2C1	-1.5	18.6	0.1	-6.0	13.6	-0.1	-1.0
O=C(Nc1ccccc1)N1CCc2scc[n+]2-c2ccccc21	.	.	-1.1	-16.4	-6.0	-1.1	6.1
COc1ccccc1-c1nnc(Sc2nc([N+](=O)[O-])nn2C)o1	-1.9	45.5	-12.3	30.9	.	.	.
O=C(COC(=O)CNC(=O)c1ccco1)NCc1ccc(F)cc1	.	.	-8.0	-11.0	-16.0	.	-1.7
CCOc1ccc2[nH]c(=O)c(CN(Cc3cccs3)Cc3nnnn3C(C)(C)C)cc2c1	-3.4	-10.3	.	10.5	2.1	-3.6	4.7
COCc1cc(=O)n2[nH]cc(-c3ccccc3)c2n1	10.1	3.5	3.8	0.5	-1.7	-17.7	-1.0
CCN(CC)C(=O)COc1coc(CN2CCN(Cc3ccccc3)CC2)cc1=O	-1.4	8.7	-1.6	-1.7	-2.8	2.0	-0.4
CCC(=O)Nc1ccc2c(c1)C(=O)N(C)C[C@@H](OC)[C@@H](C)CN(C(=O)CC1CC1)[C@H](C)CO2	0.6	3.3	14.2	3.5	-10.8	-1.7	.
COC(=O)[C@@H](NC(=O)NC1CCCCC1C)C(C)C (stereo partly drawn)	13.6	-7.1	-1.1	-6.8	-5.2	-3.1	-1.6
COc1ccc(C(=O)NCCc2ccccn2)cc1S(=O)(=O)Nc1ccc(Br)cc1	2.2	7.0	-1.6	-1.6	-29.2	-0.8	-3.1
C[C@H]1CN([C@@H](C)CO)C(=O)c2cc(-c3ccncc3)cnc2O[C@H]1CN(C)C(=O)C1CC1	-6.1	-1.9	-1.2	-10.6	.	.	.
CCCc1cc(=O)oc2cc(OC(=O)CN3C(=O)NC4(CCCC4)C3=O)ccc12	-0.9	12.9	2.4	6.4	-7.2	-114.1	1.1
COc1ccc(/C=C2\N=C(c3ccccc3)N(c3ccc(C(=O)O)cc3)C2=O)cc1OC	12.1	18.8	9.1	-20.2	-1.3	-0.6	1.9
CN1C(=O)c2cc(NC(=O)c3cccc(F)c3)ccc2OC[C@H]2O[C@H](CC(=O)O)CC[C@@H]21	-3.1	0.8	-28.9	3.8	.	.	.
O=C(C[C@@H]1C/C=C\CCCC(=O)OC[C@@H]2CCCN2C1=O)NCCO	-8.3	22.6	-7.3	-10.2	5.4	4.7	-3.1
C=CCn1c(SCC(=O)N2CCN(C(=O)OCC)CC2)nc2c([nH]c3ccccc32)c1=O	17.0	-9.5	0.2	-13.2	29.1	.	1.6
COc1ccc(C(=O)COC(=O)c2cccnc2SC)cc1	.	.	2.1	-32.1	0.9	-3.7	1.9
N#CC(Cc1cccs1)c1nc2ccccc2[nH]1 (stereo not drawn)	11.3	-3.0	-25.3	-15.7	-21.5	2.8	10.0
C/C(=N\N)c1c(-c2ccccc2)c2cc(C)ccc2[nH]c1=O	-6.2	8.3	3.0	0.8	-2.5	-0.9	0.2
O=C(COC(=O)C1CC2C=CC1C2)Nc1ccccc1 (stereo not drawn)	2.7	5.4	-4.1	-9.8	.	.	.
CC(C)Oc1cccc(C(=O)C2CCCN(C(=O)c3csnn3)C2)c1 (stereo not drawn)	.	.	-14.3	-4.2	1.6	2.8	2.8
C[C@@H]1CN([C@H](C)CO)C(=O)c2cc(NC(=O)c3ccccc3)ccc2O[C@@H](C)CCCCO[C@H]1CN(C)C(=O)Nc1ccc(C(F)(F)F)cc1	-4.0	-64.1	.	-2.7	-9.0	-0.6	0.8
O=C([C@@H]1[C@@H](CO)[C@@H]2Cn3c(ccc(-c4ccccc4)c3=O)[C@H]1N2CCC(F)(F)F)N1CCCCC1	-4.7	-7.4	.	9.0	1.7	-29.7	-1.5
CCn1c(=O)n(CC(=O)NCC2CCCO2)c(=O)c2c3c(sc21)CCCC3 (stereo not drawn)	-7.3	14.9	-1.1	14.5	-3.8	-1.5	2.9
COc1ccc(OC)c(NC(=O)CSc2nnc(N)s2)c1	-2.4	0.8	8.2	.	.	.	.
COC(=O)c1ccc(COc2ccccc2/C=C(\C#N)C(=O)Nc2c(C)cccc2C)cc1	.	.	6.4	27.4	-10.1	-4.9	-2.7
CCCNC(=O)c1cc(-c2ccc3c(c2)OCO3)on1	-9.7	-5.2	-7.3	-21.3	-0.1	-4.1	2.4
Cc1cc(C)c(C#N)c(SCC(O)COc2ccc(Br)cc2)n1 (stereo not drawn)	0.1	-15.1	-17.0	-6.9	3.9	-1.0	0.6
CCC1(c2ccc(Cl)cc2)NC(=O)N(Cc2ccc(C(=O)OC)cc2)C1=O (stereo not drawn)	.	.	8.5	33.0	4.2	-6.5	1.6
CCOc1ccc(NC(=S)Nc2cc(-c3ccccc3)[nH]n2)cc1	3.7	-27.1	1.3	-12.3	.	.	.
CNC(=O)C[C@H]1CC[C@H]2[C@H](COc3ccc(NS(=O)(=O)c4ccc(F)cc4)cc3C(=O)N2C)O1	-0.3	25.6	-5.4	4.8	.	.	.
CCNC(=O)C[C@H]1CC[C@@H]2[C@H](COC[C@H](O)CN2Cc2ccncc2)O1	0.6	-0.5	-5.9	-3.3	5.7	-1.6	-1.0
CCCc1c(C)nn(C(=O)/C(C#N)=N/Nc2ccccc2[N+](=O)[O-])c1C	.	.	-5.0	23.5	4.0	0.8	3.9
O=C(COC(=O)C1CCN(c2ccc(C(F)(F)F)cn2)CC1)NC1CCCCC1	35.6	0.3	-6.0	15.8	1.5	-0.6	-0.2
CCN(Cc1ccccc1)C(=O)c1cccc(S(=O)(=O)N2CCN(c3ccccc3)CC2)c1	.	3.4	-4.7	2.6	5.0	-4.0	-11.2
CCOC(=O)N1CCN(C(=O)Cn2ccc3c(OC)cccc3c2=O)CC1	-4.8	5.3	2.5	8.6	-1.6	-1.9	-0.6
CC1(c2ccccc2Cl)NC(=O)N(CC(=O)NCc2ccco2)C1=O (stereo not drawn)	.	.	-0.3	-20.8	2.5	-2.3	-1.1
COc1ccc(N2CCN(C(=O)CSc3nnc(-c4cccnc4)n3-c3ccc(F)cc3)CC2)cc1	-4.5	4.6	-2.4	4.1	.	.	.
Cc1cc2c(SCC(=O)NCC3CCCO3)ncnc2s1 (stereo not drawn)	-5.0	-8.4	3.5	-9.5	-1.3	-2.4	-1.4
CCn1c(SCC(=O)N2CCCCC2)nc2c(c1=O)SC(C)C2 (stereo not drawn)	1.9	-5.0	3.6	12.0	1.0	6.5	-0.3
C/C=C/c1ccc2c(c1)O[C@@H](CN(C)CC1CCOCC1)[C@@H](C)CN([C@H](C)CO)S2(=O)=O	-43.4	1.6	.	21.9	.	.	.
CCOC(=O)C1=C(C)NC(C)=C(C(=O)OCC)C1c1ccncc1	.	.	.	9.3	-2.6	0.3	3.2
CN(C)C(=O)C[C@H]1CC[C@@H]2[C@H](COC[C@@H](O)CN2S(=O)(=O)c2ccccc2)O1	-4.0	0.4	1.3	2.4	1.5	-3.3	-0.8

From PubChem BioAssay
